Source: PubChem (several laboratories)
ssDAF12 agonist = S. stercoralis DAF-12 activation, primary screen. HEK293 ssDAF-12/GRIP1 lit1-tk-luc reporter, luminescence; % of 3 µM dafachronic acid response. activation, % at 6.8 µM. 370,000 compounds, 1% hits;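 active = activation above the mean over all tested compounds plus 3 SD, cut at about 0.9% in these data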;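 also: 0% = DMSO-only wells and 100% = 3 µM delta7-dafachronic acid wells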
SMARCA2 act = SMARCA2 function activation, primary screen; 370,000 compounds, 1% hits; activation, % at 9.1 µM; AID 652017; MG213 cells, MMTV-luciferase reporter, dexamethasone, overnight; in the data active = activation above about 7.8%;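 also: 0% = vehicle wells and 100% = reference activator wells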
hcDAF-12 act = activates DAF-12 receptor from parasite H. contortus; HEK293 hcDAF-12 lit1-tk-luc reporter, luminescence; 0% DMSO, 100% Δ7-dafachronic acid; activation, % at 6.8 µM; 370,000 compounds, 1.4% hits; AID 652067;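 active = activation above the mean of all tested compounds plus 3 SD, cut at about 5.5% in these data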;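 also: 100% = response to 3 µM Δ7-dafachronic acid high control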
NPR1 activator = GC-A (human) enzyme activation. P16066. HEK293 GC-A cells, cGMP TR-FRET, EC30 ANP; 0% at EC30 ANP, 100% saturating ANP. activation, % at 10 µM. 370,000 compounds, 0.14% hits; in the data active = activation above about 40%
DAX1 inh-1 = inhibitors of human orphan nuclear receptor DAX1 (NR0B1); P51843; HEK293 Gal4-DAX1 luciferase reporter, luminescence; inhibition, % at 6.75 µM; 340,000 compounds, 0.99% hits; AID 504766;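 active = inhibition above the mean over all tested compounds plus 3 SD, cut at about 4.2% in these data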;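 also: 0% = DAX1-transfected cells with DMSO and 100% = empty-vector control cells with DMSO; inhibition shows as a rise in luminescence from relieved DAX1 repression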
Target sequence (P51843 207-470 limits assumed): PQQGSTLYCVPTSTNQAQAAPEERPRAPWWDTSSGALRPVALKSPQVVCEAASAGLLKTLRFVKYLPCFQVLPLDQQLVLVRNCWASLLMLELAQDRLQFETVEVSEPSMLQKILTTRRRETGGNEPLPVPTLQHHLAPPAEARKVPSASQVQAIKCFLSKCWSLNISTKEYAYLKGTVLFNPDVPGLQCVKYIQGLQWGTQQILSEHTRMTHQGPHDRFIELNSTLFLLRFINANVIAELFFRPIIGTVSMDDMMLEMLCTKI
HGIII-sPLA2 inh = Blocks human group III sPLA2 activity | 370,000 compounds, 0.56% hits | QFRET BODIPY PC-A2 liposome hydrolysis, fluorescence | inhibition, % at 12.2 µM;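 active = inhibition above mean plus 3 SD of compounds lying within the high and low control bounds, cut at about 19% in these data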;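 also: 0% = median of test compound wells and 100% = no enzyme DMSO wells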
Target sequence (Q9NZ20 whole entry, looked up): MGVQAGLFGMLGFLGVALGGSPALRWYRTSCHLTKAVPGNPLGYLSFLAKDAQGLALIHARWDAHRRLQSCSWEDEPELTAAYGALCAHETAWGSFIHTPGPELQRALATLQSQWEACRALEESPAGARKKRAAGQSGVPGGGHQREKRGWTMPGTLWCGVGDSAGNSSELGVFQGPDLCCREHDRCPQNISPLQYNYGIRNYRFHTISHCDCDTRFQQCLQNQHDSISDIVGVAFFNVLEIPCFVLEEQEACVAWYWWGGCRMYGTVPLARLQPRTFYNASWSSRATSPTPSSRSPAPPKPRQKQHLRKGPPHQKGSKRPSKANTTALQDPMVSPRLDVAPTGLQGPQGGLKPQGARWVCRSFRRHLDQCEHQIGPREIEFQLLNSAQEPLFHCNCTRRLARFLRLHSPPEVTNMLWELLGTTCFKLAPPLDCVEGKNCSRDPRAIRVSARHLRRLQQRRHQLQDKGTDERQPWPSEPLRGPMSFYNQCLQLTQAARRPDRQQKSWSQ
DAX1 inh-2 = DAX1 (NR0B1) inhibition, primary screen | inhibition, % at 6.8 µM | AID 652010 | HEK293T StAR-luciferase reporter, SF-1/DAX-1 repression relief | 370,000 compounds, 1.1% hits;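 active = inhibition above the mean over all tested compounds plus 3 SD, cut at about 3.6% in these data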;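 also: 0% = DAX-1 cells with DMSO and 100% = cells lacking DAX-1 with DMSO; higher inhibition means more luminescence from relief of DAX-1 repression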
NPR2 activator = GC-B (human) receptor activation. P20594. HEK293-GC-B cells, CNP EC30, cGMP TR-FRET; 0% at EC30 CNP, 100% saturating CNP. activation, % at 10 µM. 370,000 compounds, 0.11% hits. AID 1920062;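 active = activation at 10 µM reaching about 35% in either raw or pattern-adjusted values, limit read from the data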
hgDAF12 agonist = agonists of H. glycines DAF-12 nuclear receptor. HEK293 GAL4-hgDAF12 UAS-luciferase reporter, agonist luminescence; normalized to butyrate control. activation, % at 6.8 µM. 370,000 compounds, 1.8% hits;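 active = activation above a cutoff set at the mean of all screened compounds plus 3 SD, cut at about 10% in these data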;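 also: 0% = DMSO wells and 100% = sodium butyrate wells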
ADAM10 inh = ADAM10 inhibition, QFRET primary screen; inhibition, % at 7 µM; recombinant ADAM10, EDANS/DABCYL FRET peptide cleavage, 3 h; 370,000 compounds, 0.62% hits; O14672;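 active = inhibition above a per-campaign cutoff equal to the mean of compounds falling between control-based bounds plus 3 SD, cut at about 20% in these data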;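 also: 0% = DMSO wells while the 100% control is not disclosed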
GAA850 FXN act = frataxin GAA850 promoter activation; HEK293 lucGAA850 FXN promoter luciferase reporter, 24 h; percent of 10 µM SAHA response; activation, % at 6 µM; 360,000 compounds, 0.56% hits;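 active = activation above the average of all compounds screened plus 3 SD, cutoff fixed separately per campaign, cut at about 7.5% in these data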;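 also: 0% = DMSO wells and 100% = 10 µM SAHA wells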
Numbers without * were called inactive; i = inactive; . = not tested or not shown.

Results follow in this order: ssDAF12 agonist	HGIII-sPLA2 inh	GAA850 FXN act	SMARCA2 act	NPR1 activator	hgDAF12 agonist	DAX1 inh-2	hcDAF-12 act	DAX1 inh-1	NPR2 activator	ADAM10 inh
- CCN(CC(=O)Nc1cc(C)c(Cl)cc1OC)CC(=O)NC1CCS(=O)(=O)C1 (centres undefined)
  0.2	4.0	-0.3	-5.2	4.0	-2.6	-0.1	0.6	-0.2	1.9	0.1
- COc1ccc(N2CC(C(=O)Nc3ccc(S(=O)(=O)Nc4nccs4)cc3)CC2=O)c(OC)c1 (centres undefined)
  -1.9	-12.3	-0.1	-3.0	0.9	0.6	-0.3	0.7	0.2	2.6	-18.0
- O=C(CSc1nnc(-c2ccccn2)n1-c1ccc(Cl)cc1)Nc1ccc2c(c1)OCCO2
  -1.2	-2.5	.	-4.0	-2.0	3.8	-0.8	-1.4	.	-1.6	-4.7
- COc1ccc(C)cc1NC(=O)CSc1nnc(-c2cc3cccc(OC)c3o2)n1N
  -0.7	-4.2	0.5	0.4	-2.4	-0.5	-0.4	-0.7	2.0	0.9	6.2
- COc1cc(C=NNC(=O)Cn2nc(C)cc2C)ccc1OC(=O)C1CC1
  -0.8	-1.1	-0.2	0.7	1.1	3.4	0.8	-0.2	2.4	0.8	-10.9
- CCCCCc1c(O)nc(SCCN(C)C)[nH]c1=O
  -1.8	1.7	-0.8	-2.2	1.8	-0.4	0.7	0.0	2.6	-3.1	-2.8
- CCN1CCN(S(=O)(=O)c2ccc(OC)c(NC(=O)c3ccccc3F)c2)CC1
  -0.1	-3.2	-1.9	-1.5	3.0	0.1	-1.7	-0.8	0.3	4.1	2.4
- COc1ccccc1-c1nnc(SCC#CCOC(=O)c2ccc(F)cc2)o1
  -1.0	-1.2	.	.	0.2	3.1	.	-0.2	.	-1.1	-14.0
- CCS(=O)(=O)c1nc(S(=O)(=O)c2ccc(Cl)cc2)c(N2CCCC2)s1
  -0.8	-1.9	2.4	-1.6	1.8	-4.0	-0.5	0.9	0.2	0.9	-0.6
- CC(C)(C)NC(=O)C(=O)NN=C1CCCCCC1
  -0.9	6.9	2.6	-1.6	3.0	-1.8	0.6	0.0	-0.7	2.7	3.3
- COc1ccc(OCc2nnc(SCC(=O)Nc3ccccc3Cl)o2)cc1
  -0.5	-2.5	-1.9	0.5	1.9	0.4	-0.5	0.0	-1.4	1.3	-4.1
- COc1cc(C(=S)N2CCOCC2)cc(OC)c1OC(=O)c1cc([N+](=O)[O-])c(C)c([N+](=O)[O-])c1
  -0.4	-1.4	3.9	-3.4	-1.6	0.1	-0.6	1.6	0.7	-1.0	3.8
- COc1cc(CNCCCN2CCOCC2)cc(Br)c1OCC(=O)N1CCCCC1
  -0.7	9.2	-1.9	-3.1	0.0	-0.4	0.4	0.9	1.0	7.4	-2.4
- CN(CCNC(=O)c1ccc(N2CCCC2=O)cc1)CCc1ccccc1
  -1.3	4.5	0.7	0.6	1.0	-2.1	0.9	-1.4	0.8	-6.4	-1.3
- CC(C)(C)NC(=O)CN1CCN(C(=O)CCl)CC1
  -1.4	3.1	-0.3	-1.4	1.3	1.4	-1.8	0.1	0.8	3.0	3.1
- CCOC(=O)C1(C)CCCN1C(=O)c1ccc(Cl)nc1 (centres undefined)
  -1.1	10.3	-1.0	-1.6	0.9	-1.4	-0.1	-1.3	.	8.2	-15.6
- COc1ccc(/C=C/C(=O)OCC(=O)Nc2nnc(-c3ccccc3)o2)c(OC)c1
  -1.1	9.7	-0.5	1.6	-2.7	-0.9	0.3	-0.3	0.4	0.0	-13.1
- O=C1CC(Sc2ncn[nH]2)C(=O)N1c1ccccc1 (centres undefined)
  -1.3	-0.4	-1.2	-1.2	-1.0	0.4	0.0	-1.6	-1.5	-0.1	-4.1
- Cc1cc(Sc2nccn2C)ncc1[N+](=O)[O-]
  -1.2	1.4	1.2	1.0	-2.3	-3.3	0.3	0.1	1.8	8.2	4.1
- O=C(Nc1ccccc1)c1cccc(S(=O)(=O)N2CCCCC2)c1
  -1.5	-7.1	-1.6	-1.1	1.1	-3.8	-0.9	-2.1	0.1	0.2	4.2
- O=[N+]([O-])c1cccnc1Oc1ccc(C2SCCS2)cc1
  0.0	-2.4	5.8	5.0	-0.8	7.0	1.1	3.6	3.4	2.7	7.5
- CCCC(=O)N1CCOCC1c1cc(C(=O)NCc2ccccc2)no1 (centres undefined)
  -1.4	8.9	0.0	-2.2	4.3	-0.7	0.8	-0.3	.	2.7	-10.1
- CSC(=NCc1cccnc1)NS(=O)(=O)c1cccs1
  -1.4	3.2	-1.4	-0.1	1.6	-0.1	1.7	-1.2	2.2	2.3	-0.4
- NC(=O)CC(NC(=O)Cc1ccc(Br)cc1)c1ccc(NC2CCCCCC2)c([N+](=O)[O-])c1 (centres undefined)
  -1.7	-0.8	0.7	1.1	2.9	-1.2	0.5	-1.7	1.7	-1.4	-1.0
- COc1cc(-c2coc3c(C(=O)NCc4ccncc4)cccc23)ccc1O
  -0.8	-16.0	-0.9	-7.3	1.8	-3.2	-4.7	-1.7	.	-3.0	-368.7
- CCCCN(CC)CCCNC(=O)c1cn(C)c2ccc(S(=O)(=O)N(C)C3CCCCC3)cc2c1=O
  -1.5	-9.3	0.4	3.3	-0.1	2.0	2.8	-0.6	1.6	1.2	-5.6
- Cc1cc(C)nc(N2CCN(C(=O)c3ccc(S(=O)(=O)N4CCCCCC4)cc3)CC2)n1
  -1.1	7.0	0.1	-2.3	4.3	-1.3	0.6	-1.1	-0.4	0.1	-6.2
- CCOc1ccc(S(=O)(=O)NCc2cccnc2)cc1C
  -1.6	0.3	2.1	-1.4	8.6	4.2	0.5	-1.0	0.5	1.3	2.1
- Cc1ccc(S(=O)(=O)N(C)CC(=O)O/N=C(\N)c2ccc([N+](=O)[O-])cc2)cc1
  -1.2	-2.9	-0.9	-0.1	0.8	3.1	-0.2	-1.5	-0.2	4.0	2.8
- COc1ccc(Cl)cc1C(=O)NC1CC(C)(C)NC(C)(C)C1
  -1.2	6.9	0.3	-2.5	0.8	0.4	0.4	0.4	-0.1	3.6	-2.8
- CN(C(=O)c1ccccc1Cl)c1ccccc1
  -1.5	-0.4	-0.4	-0.3	-3.2	0.8	-0.8	-1.2	0.6	9.3	-1.8
- O=C1CN(C(=O)COC(=O)c2cc(S(=O)(=O)N3CCOCC3)ccc2Cl)c2ccccc2N1
  -1.3	1.3	0.8	2.4	-7.1	4.5	0.2	-0.7	2.1	-1.0	-5.3
- O=C(Cc1ccc(Cl)cc1Cl)OCC(=O)c1ccc[nH]1
  -1.4	-11.4	2.7	2.9	-2.5	1.8	-0.5	-0.8	-0.4	-1.1	4.5
- O=C(CSc1nc2[nH]ncc2c(=O)[nH]1)Nc1cccc([N+](=O)[O-])c1
  -0.5	4.8	0.1	1.4	-2.0	-0.2	-0.4	0.1	3.1	0.0	-0.1
- Cc1cccc(NC(=O)COc2cccc3c2CCN(C)C3=O)c1
  -1.9	-6.6	-2.1	-3.3	-7.3	3.1	-1.9	-1.5	-1.3	5.1	2.6
- CCOC(=O)CCn1c(=O)c2c(nc(Br)n2Cc2ccccc2)n(C)c1=O
  -1.2	-1.8	-1.2	2.0	3.0	2.2	0.1	-1.2	-0.9	-5.6	6.0
- O=C(c1ccccc1)N(Nc1ccccc1)c1ccccc1
  -1.1	-9.6	0.5	-0.3	-9.8	-1.8	-0.9	1.1	0.1	-12.3	-2.9
- C=Cc1ccc(C(=O)Nc2nnc(-c3cccnc3)s2)cc1
  -1.0	-0.4	.	4.2	0.5	0.6	-0.8	-4.1	.	-5.5	-5.8
- CC(C)c1ccc(S(=O)(=O)N2CCN(CC(=O)Nc3ccc(Cl)cc3F)CC2)cc1
  -1.7	3.1	-1.6	-2.3	-0.7	-4.2	1.1	-0.9	-0.4	-6.5	-1.7
- CC(=O)C1=C(O)C(=O)N(CCCn2ccnc2)C1c1ccc(Br)cc1 (centres undefined)
  -0.6	-5.7	3.4	0.9	1.3	-1.9	-0.4	0.6	0.1	-1.1	-13.2
- COc1cc(CN2CCN(Cc3ccccc3C(F)(F)F)CC2)cc(OC)c1OC
  -1.3	1.9	0.6	-0.6	-2.1	-1.2	-0.4	-1.5	0.6	1.4	-6.1
- O=C(NNC(=O)c1cccnc1)NC1CCCCC1
  -1.0	0.4	0.6	-2.8	-1.6	-0.6	-0.3	0.5	-0.4	4.7	-3.1
- CCCCNC(=O)CCN1N=C(c2ccccc2)CCC1=O
  -1.7	1.6	0.6	5.3	-2.3	2.8	-0.1	-1.0	1.7	6.3	6.0
- COc1ccc(S(=O)(=O)c2ccc(OC)c(OC)c2)cc1OC
  -1.3	-1.0	1.8	2.5	3.7	1.9	-0.2	-0.4	0.1	5.1	6.0
- O=c1cc(-c2ccccc2)[nH]c2ccc(F)cc12
  -0.7	10.5	0.2	1.5	-3.6	0.7	1.4	0.2	1.4	-5.7	-43.5
- CCc1ccc(-c2nc3ccc(Br)cc3c(C(=O)O)c2C)s1
  -1.1	-6.1	5.4	-2.1	11.3	2.4	-0.1	-0.4	-1.3	1.1	i
- CCOC(=O)CC1C(=O)NCCN1Cc1cccc(C(F)(F)F)c1 (centres undefined)
  -1.5	0.2	-2.1	-0.6	0.7	-0.9	-1.1	-3.1	1.0	-1.3	-13.5
- COc1cc(C)ccc1OCCCOc1cc(C)ccc1Cl
  -1.0	-5.3	2.2	-0.1	-5.5	-1.8	-0.9	-1.4	1.0	-3.4	9.1
- O=C(Cn1c(COc2ccc(Cl)cc2)nc2ccccc21)NCC(F)(F)F
  -1.4	0.6	-2.2	0.0	-3.3	2.9	1.4	-0.5	-0.5	-1.7	5.1
- CC(=O)Nc1sc(C)c(C)c1C(=O)OCC(=O)Nc1cc(S(=O)(=O)N2CCCCC2)ccc1Cl
  -0.8	2.3	1.5	-3.6	0.1	-1.2	-0.3	-1.3	-0.4	0.8	-2.5
- Nc1c(C(=O)NCc2ccc(Cl)cc2)sc2nc3c(c(C(F)(F)F)c12)CCC3
  -1.1	-2.6	-0.3	-2.2	-0.4	0.3	-0.8	-1.3	-0.4	-6.8	-4.5
- COc1ccccc1NS(=O)(=O)c1cccc(NC(=O)c2[nH]c(C)c(C(C)=O)c2C)c1
  -0.9	-29.8	1.0	-3.0	4.8	-6.2	-1.3	0.3	-2.0	4.1	-3.7
- COc1ccc(CNC(=O)C2CCN(C(=O)c3ccc(F)cc3)CC2)cc1OC
  -1.4	2.6	0.5	-2.1	0.1	0.1	-1.2	0.2	-0.7	-0.7	-9.7
- CCN(CC)C(=O)Cn1cc(S(=O)(=O)CC(=O)NCc2ccc(F)cc2)c2ccccc21
  -0.6	0.6	-0.9	-1.7	1.6	-2.4	-0.8	-0.1	0.5	0.0	-0.4
